Screening results (PubChem)
Hep lipid drop = hepatic lipid droplet formation modulation; inhibition, % at 6.5 µM; AML12 mouse hepatocytes, oleate lipid droplets, BODIPY imaging; 240,000 tested, 0.4% active;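 active means lipid droplet intensity inhibited by at least 50%, with more than 500 cells counted; inconclusive means wells with under 300 cells, treated as cytotoxic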
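Assay system: AML12 hepatocytes (mouse); Probe or stimulus: oleic acid at 100 µM to induce lipid droplet formation; Dosing: compound at 6.5 µM only; Schedule: compound with oleate, overnight; Detection: fluorescence imaging, 20x objective, two fields per well; Measure: % inhibition of lipid droplet signal.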
TNAP activation fold = human TNAP enzyme activators, primary screen, biochemical, luminescent, no phosphate acceptor, uHTS (AID 1001); purified TNAP, luminescent activation assay, no phosphate acceptor; higher activation fold means a stronger effect; activation fold at 20 µM; hits with a dose series show EC50 in µM; 200,000 tested, 0.03% active; in the data active means activation fold from about 3, or a potency from the dose series; inactive means the rest, 99 in 100 with activation fold below about 1.6; further: many of its hits are not listed in these tables
PMI inhibition = MPI inhibition at elevated mannose 6-phosphate – biochemical, fluorescence intensity, high mannose 6-phosphate, primary screen (AID 1220); inhibition, % at 20 µM, or IC50 in µM where a hit was titrated; recombinant PMI enzyme, coupled fluorescence intensity; higher % means a stronger effect; 190,000 tested, 0.66% active
WT yeast gro inh = growth inhibition of WT yeast, mitochondrial fusion screen | mitochondrial fusion phenotypic screen, WT strain | inhibition, % at 10 µM | 190,000 tested, 2.1% active; in the data active means inhibition above about 58%; tested in S. cerevisiae
P. falciparum M1AAP = malaria alanyl aminopeptidase activity blockers – biochemical, fluorogenic H-Leu-NHMec substrate, 1536-well (AID 1445). recombinant M1AAP, H-Leu-NHMec fluorogenic kinetic assay; higher % means a stronger effect. inhibition, % at 30 µM; hits with a dose series show IC50 in µM. 220,000 tested, 0.42% active;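 active means primary inhibition above the hit cutoff, then over 50% inhibition at one or more dose response concentrations, cut at about 23% in these data, passing the limit was not always enough; inconclusive means conflicting primary data, or primary hits not chosen for dose response; inactive means low primary inhibition, or under 50% at every dose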;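 further: plate controls were DMSO full reaction for no effect and no enzyme background for full effect; strong numbers were not always called active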
PMI inhibitors = MPI enzyme activity inhibition – biochemical, fluorescence intensity, coupled assay, primary screen (AID 1209); 190,000 tested, 0.42% active; inhibition, % at 20 µM, or IC50 in µM where a hit was titrated; purified PMI enzyme, coupled fluorescence intensity; higher % means a stronger effect;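 further: plate controls were DMSO vehicle for no effect and wells lacking substrate for full effect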
Myeloid diff MLP = compounds promoting myeloid differentiation; ER-HoxA9 myeloid progenitors, lysozyme-GFP differentiation, flow cytometry; calls only at 10 µM; 360,000 tested, 1% active; AID 624256;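 active means normalized GFP-positive differentiation at or above the plate's own cutoff, the solvent-only control mean plus 3 SD; inconclusive means no clear call, values can overlap the other calls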;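 further: cells exposed to compound for four days before flow analysis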
ER stress rescue = rescue of cells from ER stress-induced death, primary screen, 384-well, CSM14.1, thapsigargin, ATP luminescence (AID 1222); CSM14.1 thapsigargin-induced death rescue, ATP luminescence; higher % means a stronger effect; one-dose cellular ATP content (survival), % at 20 µM; EC50 in µM for titrated hits; 190,000 tested, under 10 active;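 active means EC50 below 50 µM in the dose-response confirmation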;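 further: death triggered by thapsigargin at about 15 µM added after 2 h compound pretreatment; cell ATP read after overnight thapsigargin exposure of roughly 18 to 22 hours; normalized against plate controls of thapsigargin alone and 5% DMSO vehicle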
K1F lysis inhibition = protection from phage-mediated lysis, alamar blue read-out – E. coli UTI89, K1F phage, bacterial capsule biogenesis inhibitors (AID 488966); E. coli UTI89 K1F phage lysis, alamar blue, 2 h; higher % means a stronger effect; 340,000 tested, 0.02% active; one-dose inhibition, % at 100 µM; IC50 in µM for titrated hits;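 active means phage lysis inhibition, versus mean bacterial control, above a set limit; inconclusive means no clear call, values can overlap the other calls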;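 further: capsule biogenesis inhibitors block K1F phage lysis so surviving cells raise fluorescence; higher fluorescence means more inhibition of phage lysis; actives were called in the ten point dose series up to 300 µM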
WT yeast gro inh mutant strain = second read-out of WT yeast gro inh, no call of its own (marks repeat the call); inhibition, %; mitochondrial fusion phenotypic screen, mutant strain inhibition
Hep lipid drop cells 6.5 µM = second read-out of Hep lipid drop, no call of its own (marks repeat the call); cell count; measured here: cell count, cytotoxicity flag;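 cells counted across two imaged fields per well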
Myeloid diff MLP GFP+ MAC1+ % = also measured in Myeloid diff MLP; calls as there; GFP+ MAC1+ double positive, %; measured here: differentiation confirmed by MAC1 staining
An asterisk follows results filed as active; i = inactive; ? = inconclusive; · = not tested or not shown; & = joins results of further samples; ! = not confirmed by another sample; [ ] = remark or other dose. Unless noted, no stated cut-off is given here; in the data, active means inhibition above about 50%; inactive means the rest.

SMILES	Hep lipid drop	Hep lipid drop cells 6.5 µM	TNAP activation fold	PMI inhibition	WT yeast gro inh	WT yeast gro inh mutant strain	P. falciparum M1AAP	PMI inhibitors	Myeloid diff MLP	Myeloid diff MLP GFP+ MAC1+ %	ER stress rescue	K1F lysis inhibition
CCOC(=O)c1nc(NCc2ccccc2F)c2ccccc2n1	-2	667	1.1	-11%	-21	12	2%	-15%	i	1.4	-1.9%	0.1%
CCOC(=O)C1CC2CC(C1)CN(C(=O)C1CCCCC1)C2 (stereo unspecified)	8	682	0.9	-3%	5	3	0%	-4%	i	0.2	-1.0%	0.9%
Cc1cccc(-n2c(CNC(=O)c3cccc([N+](=O)[O-])c3C)n[nH]c2=S)c1	19	697	·	-2%	3	-10	2%	-2%	i	0.2	2.0%	0.2%
COc1cc2c(cc1OC)C(=S)NC1(CCCC1)C2	16	699	0.9	-21%	13	-4	8%	-19%	i	0.9	1.0%	-0.7%
CN(C)c1ccc(/C=N/NC(=O)C(O)(c2ccccc2)c2ccccc2)o1	-12	601	1.1	15%	2	8	12%	14%	i	0.7	-0.3%	-6.8%
CCc1nc2c(c(SC)nn2-c2ccccc2)c(N)c1C(=O)OC	·	·	1.1	11%	-21	-16	6%	3%	i	0.3	-1.8%	0.9%
O=C(CCCCl)NC(=S)Nc1cc(C(F)(F)F)ccc1N1CCOCC1	13	638	1	13%	8	-13	5%	9%	i	0.2	8.3%	1.6%
CCOC(=O)c1sc(=S)n(-c2ccc(C)cc2)c1N	11	758	1.1	-6%	-2	7	10%	30%	i	1.1	-0.5%	-0.2%
CC(C)CNC(=S)NNC(=O)c1csc2ccccc12	13	767	1.3	-24%	-6	-4	7%	-26%	i	5.5	-1.5%	0.6%
Cc1ccc(/C(N)=N/OC(=O)c2ccc(C)cc2Cl)cc1	-10	620	1.1	8%	0	16	-1%	3%	i	0.5	-2.1%	5.4%
O=C(N/N=C/c1cccnc1)C(O)c1ccccc1 (stereo unspecified)	20	641	1	-2%	-2	0	1%	4%	i	0.3	-1.6%	0.1%
CCC1CCCCN1CCNC(=O)CCS(=O)(=O)c1ccc(Br)cc1 (stereo unspecified)	-4	748	1.1	4%	-3	-4	8%	-5%	i	7.4	-0.1%	1.0%
Oc1ccc2ccccc2c1N=Nc1nccs1	-34	640	·	·	·	·	9%	·	?	·	·	0.3%
Cc1cc(/C=N/NC(N)=O)c(C)c(CO)c1	·	·	1.1	9%	3	-9	-4%	4%	i	9.2	3.4%	-1.3%
Cn1c(C(=O)N2CCN(c3ncccn3)CC2)cc2c(=O)n(C)c3ccccc3c21	·	·	1.1	-10%	8	-7	-1%	-12%	i	2.8	-0.8%	-3.2%
CCOC(=O)C(C)Oc1cccc2c(=O)n(CC(=O)NCc3ccccc3)ccc12 (stereo unspecified)	-1	623	·	·	·	·	-1%	·	?	·	·	0.2%
COc1ccc(-c2nnc(SCC(=O)N3CCOCC3)n2C)cc1OC	-5	770	1	-7%	-14	-5	20%	-9%	i	1.4	0.5%	0.0%
CC(=O)c1ccc(N=Nc2ccc(N(C)C)cc2)cc1	16	668	0.8	2%	-8	16	5%	4%	i	0.9	-1.8%	0.3%
COc1cc(OC)c2nc(C)c3c(c2c1)N(c1ccc(O)cc1)CC3	·	·	1.1	40%	-4	-2	10%	21%	i	1.2	-3.1%	-0.6%
Cc1ccc(S(=O)(=O)Nc2ccc(Cl)cc2)cc1NC(=O)c1cc2c(s1)CCCC2	-14	551	1.1	20%	31	12	2%	28%	i	0.6	-3.6%	0.6%
Nc1cc([N+](=O)[O-])ccc1N1C(=O)CCCC1=O	1	817	·	·	·	·	4%	·	i	0.4	·	0.3%
CCC(=O)Nc1cc(C(=O)OCC(=O)c2ccccc2Cl)ccc1C	·	·	1	-2%	-13	-25	-1%	6%	i	1.1	-0.4%	0.2%
CC1CC(C)CN(CCOc2ccc(Br)cc2)C1 (stereo unspecified)	-2	742	1.1	-23%	28	41	2%	-21%	i	1.4	-1.2%	11%
CC(NC(=O)C1CC1)C(c1cccs1)N1CCN(c2ccccc2)CC1 (stereo unspecified)	-4	741	1.1	2%	10	0	4%	3%	i	4.3	0.2%	1.2%
COC(=O)C1=C(NC(=O)CCCCl)CCS1	0	606	1.1	-2%	3	0	8%	3%	i	0.6	-1.3%	2.0%
CN(C)/C=C/C(=O)c1cccc(Cl)c1	-2	624	0.9	13%	-8	-10	6%	9%	i	0.7	-2.0%	1.6%
c1ccc(CSc2nnc(-c3ccco3)n2Cc2ccccc2)cc1	-8	798	1.1	15%	16	12	0%	20%	i	1.1	4.4%	-0.1%[50 µM]
CCCCC(=Nc1ccccc1OC)C1=C(O)CC(c2ccccc2)CC1=O (stereo unspecified)	-2	570	1.1	19%	-1	-3	11%	4%	i	0.7	-1.7%	1.9%
O=C(c1ccc2nc(N3CCOCC3)sc2c1)N1CCC(Cc2ccccc2)CC1	·	·	0.9	0%	27	14	-8%	1%	i	2.2	3.7%	5.5%
Cc1nc(N2CCN(C)CC2)c2c(C)c(C(=O)Nc3ccc(F)cc3)sc2n1	-2	821	1	10%	·	·	12%	8%	i	0.6	1.7%	0.1%
COc1cc(C)ccc1OCCOc1c(C)cccc1Cl	·	·	1.1	-2%	2	12	5%	5%	i	0.5	-1.4%	-0.1%
COc1ccccc1CNC(=O)C(=O)NCC1OCCN1C(=O)c1cccs1 (stereo unspecified)	6	605	1.1	9%	-3	2	1%	14%	i	0.7	0.3%	1.2%[50 µM]
COc1ccc(Cl)cc1NC(=O)CN(C)C(C)C(=O)NCC1CCCCC1 (stereo unspecified)	·	·	1	11%	20	-6	-1%	7%	i	2.0	-1.9%	-0.2%
CCOc1c(O)ccc(C2NC(=O)NC(C)=C2C(=O)OC)c1[N+](=O)[O-] (stereo unspecified)	0	662	1.1	51%*	-7	-20	4%	27%	i	0.0	-0.3%	1.1%
Cc1cc(C)c(NC(=S)NCC2CCN(C(C)c3ccccc3)C2)c(C)c1 (stereo unspecified)	-2	683	1.2	-5%	26	19	10%	1%	i	0.4	8.7%	-0.2%
O=c1c2cc(NC(=S)NCc3ccccn3)ccc2nc2n1CCCCC2	-21	729	1.1	-8%	0	0	-4%	-14%	i	0.7	-1.0%	4.4%
O=C(CCC1CCCCC1)Nc1ccccc1O	-9	647	1.1	15%	7	14	-3%	16%	i	0.7	·	-2.7%
COc1ccc(-c2cc(-c3ccc(OC)cc3)[nH]n2)cc1	·	·	0.3	8%	39	41	0%	-2%	i	1.7	1.7%	0.0%
CCOC(=O)c1cc2c(=O)n3ccccc3nc2n(CCCOC)c1=NC(=O)c1ccncc1	2	678	1.1	-15%	-26	-11	11%	-30%	i	0.7	0.5%	-0.3%
O=C(NC1CCCC1)c1nc2c(nnn2Cc2cccc(Cl)c2)c(=O)[nH]1	·	·	1.1	8%	-4	-3	1%	3%	i	4.6	0.5%	0.9%
O=C(Nc1ccc(F)cc1)c1ccccc1	12	789	1.2	-6%	6	-4	-7%	-9%	i	1.2	-1.7%	1.1%[50 µM]
Cc1ccc(-c2nnc(N)s2)cc1	1	684	1	-13%	29	-1	1%	-13%	i	0.6	-4.0%	-1.5%
COc1ccc(Nc2nc(C)c(-c3ccccc3)s2)cc1	2	678	1	6%	66*	14*	4%	13%	i	0.7	-5.0%	-1.8%
O=C(c1cccn(Cc2cccc(Cl)c2)c1=O)N1CCOCC1	·	·	1.1	12%	19	-21	14%	16%	i	1.1	-0.8%	0.3%
CN(C)C(=S)NC1CCS(=O)(=O)C1 (stereo unspecified)	-4	684	1.1	-2%	-11	1	-1%	-3%	i	0.0	0.6%	0.0%
CC(C)CCNC(=O)COC(=O)c1cc(Br)c(Br)s1	-2	657	1.1	-6%	5	12	1%	-8%	i	0.5	-2.3%	0.3%
Cc1cccc(C)c1NC(=O)C1C2C=CC(C2)C1C(=O)NCc1ccccn1 (stereo unspecified)	-12	756	1.1	-16%	-15	-7	15%	0%	i	2.0	-3.0%	3.1%
CCCCNS(=O)(=O)c1ccc(OC)c(C)c1	-24	721	1.1	-4%	8	12	-2%	-5%	i	1.4	0.2%	0.5%
Cn1c(CN2CCCC2)nc2cc(NC(=O)c3ccc(Cl)cc3)ccc21	16	703	1.1	6%	2	-4	11%	12%	i	0.1	-6.0%	0.5%
COC(=O)c1c(-c2ccccc2)c[nH]c1C	20	729	·	·	·	·	3%	·	i	0.4	·	1.5%
CCOc1cc(C2NC(=O)N(C)C(C)=C2[N+](=O)[O-])ccc1OC(C)=O (stereo unspecified)	0	678	1.1	10%	3	8	6%	-13%	i	0.6	0.6%	-0.1%
O=C(c1cccc(C(F)(F)F)c1)C1CCCN(Cc2cccn2-c2ccccn2)C1 (stereo unspecified)	-71	533	1	-2%	23	13	8%	-9%	i	0.3	-3.5%	2.7%
Cc1cccc(Nc2nnc(SCC(=O)Nc3cccc(S(=O)(=O)N4CCCCC4)c3)s2)c1	-8	652	1.4	17%	10	-2	2%	0%	i	0.5	-2.9%	3.6%
COc1ccc(C(=O)C2CCCN(C(=O)C3=CCCC3)C2)cc1OC (stereo unspecified)	7	734	1.1	3%	-12	8	3%	3%	i	1.3	0.1%	-0.6%
CCc1oc2ccccc2c1C(=O)c1cc(Br)c(O)c(Br)c1	4&-6	756&734	1.1	-1%	85*	63*	63µM*!	-8%	i	2.9	1.3%	-9.6%

2 records drawn at random from those above:
SMILES	Hep lipid drop	Hep lipid drop cells 6.5 µM	TNAP activation fold	PMI inhibition	WT yeast gro inh	WT yeast gro inh mutant strain	P. falciparum M1AAP	PMI inhibitors	Myeloid diff MLP	Myeloid diff MLP GFP+ MAC1+ %	ER stress rescue	K1F lysis inhibition
COC(=O)c1c(-c2ccccc2)c[nH]c1C	20	729	·	·	·	·	3%	·	i	0.4	·	1.5%
O=C(c1cccc(C(F)(F)F)c1)C1CCCN(Cc2cccn2-c2ccccn2)C1 (stereo unspecified)	-71	533	1	-2%	23	13	8%	-9%	i	0.3	-3.5%	2.7%

This is a random part of the collection; 4.6% or so of the library scored in one or more.
